aSyn tox rescue – inhibitors of alpha-synuclein toxicity in yeast. S. cerevisiae alpha-synuclein toxicity rescue, BacTiter-Glo growth, 24 h. Potency, µM (titrated, usually from 46.1 µM), for the others: at the highest dose growth rescue (activation), usual class: activators. 0.02% of 94,000 active. AID 1347070; active = well fitted activation curve with a large enough effect; inconclusive = small, poorly fitted or top-dose-only effect; note: 0% is about no effect
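Growth restoration measured by BacTiter-Glo luminescence after 24 hr at 30 deg C; alpha-synuclein yeast, raffinose-pregrown to mid-log, were added at OD600=0.02 in galactose medium onto pinned compounds.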
Starred values were filed as active, the others as inactive; ? = inconclusive; & = joins results of further samples; [ ] = dose if it differs, or a comment. Potency is the fitted concentration of half-maximal effect.

cpd	structure	aSyn tox rescue
1	Cc1ccc(S(=O)(=O)CC(=O)c2ccc3c(c2)OCCO3)cc1	11%
2	COc1cccc(NC(=O)CSc2nnc(-c3ccc(C)cc3)o2)c1	-9%
3	CCOC(=O)c1c(C)oc2nc(C)nc(NCCCN3CCN(c4cc(Cl)ccc4C)CC3)c12	3%
4	CCOc1ccc(Br)cc1S(=O)(=O)Nc1ccc(C(=O)Nc2ccccc2OC)cc1	-1%
5	COCCn1c(SCC(=O)N2CCCC2)nnc1-c1ccco1	3%
6	CCC(=O)NC(c1ccccc1)c1c(OC(C)=O)ccc2ccccc12 (configuration not stated)	4%
7	Cc1ccc(-n2nc3c(=O)n(C(C)C(=O)NCc4ccco4)nc(C)c3c2C)cc1 (configuration not stated)	1%
8	CN(CCNS(=O)(=O)c1ccc2c(c1)oc(=O)n2C)Cc1ccccc1	-5%
9	Cn1nnnc1NCc1cccc(Cl)c1Cl	-3%
10	COC(=O)c1ccc2cn[nH]c2c1	1%
11	Cc1ccccc1CN1C(=O)c2ccccc2S(=O)(=O)c2ccc(C(=O)OCC3CCCO3)cc21 (configuration not stated)	-2%
12	Cc1cccc(N2C(=O)CCSC23C(=O)N(Cc2ccc(F)cc2)c2ccccc23)c1 (configuration not stated)	1%
13	CC(=O)c1cccc(NC(=O)c2oc3c(c2C)-c2nn(Cc4ccc(Cl)cc4)cc2CC3)c1	7%
14	Cc1ccccc1CNC(=O)c1ccc2nc(SCc3ccc(F)cc3)n(C)c2c1	-7%
15	CSc1ccc(CNC(=O)Cn2c(-c3cccs3)cc3cc(F)ccc32)cc1	1%
16	COC(=O)c1nnn(CC(=O)NC(=O)Nc2cccc(C)c2C)c1C(=O)OC	-7%&9%
17	COc1cc(/C=C/C(=O)Nc2cccc(S(=O)(=O)NC3=NCCCCC3)c2)ccc1OCC#N	-11%
18	Cc1ccc(C(=O)Nc2cccc(C(F)(F)F)c2)cc1NC(=O)c1ccno1	10%
19	CCOC(=O)N1CCC(N2C(=O)c3ccccc3C2Nc2cccnc2)CC1 (configuration not stated)	6%
20	COc1ccccc1N1CCN(C(=O)CCCCCn2c(=S)[nH]c3cc4c(cc3c2=O)OCO4)CC1	-4%
21	Cc1cccc(NC(=O)C2CCN(c3cnccn3)CC2)c1	-10%
22	CCOC(=O)C1(Cc2cccc(OC)c2)CCCN(C(=O)c2ccccc2C)C1 (configuration not stated)	11%
23	O=C(Cn1c(=O)c2cccn2c2ccccc21)NCCc1ccccc1	-7%
24	Cc1ccc2oc(=O)c3cnn(CC(=O)NCCc4ccsc4)c3c2c1	-4%
25	Cc1nn(-c2ccccc2)c2c1N(CC(=O)N1CCN(c3cccc(Cl)c3)CC1)C(=O)CS2	-1%
26	Cc1onc(-c2ccccc2Cl)c1C(=O)Oc1ccc(Cl)cc1Cl	-3%
27	CCOc1ccc(CCNS(=O)(=O)c2cc3c(cc2C)NC(=O)CO3)cc1OCC	-2%
28	COc1cc(OC)cc(-c2cc3nc(C)c(CCC(=O)NCCc4cccc(C)c4)c(C)n3n2)c1	9%
29	CCc1ccc2ncc(C(=O)c3ccccc3)c(N3CCOCC3)c2c1	-7%
30	O=C(c1cccs1)N1C[C@H](n2cc(-c3ccc(F)cc3)nn2)[C@@H](O)C[C@@H]1c1ccc(Cl)cc1	7%
31	Cc1oc(-c2ccccc2F)nc1CN1CCC(C(=O)NCCc2ccc(Cl)cc2)CC1	-4%
32	CN(C)N1C(=O)CC(N2CCCC2)C1=O (configuration not stated)	-6%
33	O=C1c2ccccc2C(Nc2ccccc2)N1Cc1ccc2c(c1)OCO2 (configuration not stated)	9%
34	COc1ccccc1Oc1nc([N+](=O)[O-])nn1CC(N)=O	7%
35	CCN(CC)C1CCN(Cc2cn[nH]c2-c2ccc(OC)c(F)c2)C1 (configuration not stated)	-37%[inhibitor]
36	O=P(C(=S)Nc1ccccc1Cl)(c1ccccc1)c1ccccc1	?
37	CC1(C)Cc2c(sc(NC(=O)COc3ccc(Cl)cc3)c2C#N)C(C)(C)N1	-14%
38	CC(C)(C)c1ccc(OCCn2cc(C(=O)c3ccco3)c3ccccc32)cc1	8%
39	CC1=C(C(=O)Nc2ccccc2C)C(c2cccs2)n2nc(SCc3ccccc3)nc2N1 (configuration not stated)	-15%
40	CCn1nc(-c2ccccc2)c(-c2ccccc2)c(C(=O)Nc2nc(C)c(C(C)=O)s2)c1=O	0%
41	CCOC(=O)c1cccc(NC(=O)C2CCCN(c3nnc(N4CCCC4=O)s3)C2)c1 (configuration not stated)	-2%
42	COc1ccccc1C(c1c(N)n(C)c(=O)n(C)c1=O)C(C)[N+](=O)[O-] (configuration not stated)	12%
43	O=C(CCC1CCCN(Cc2cccc3c2OCO3)C1)NCc1ccc(F)c(F)c1 (configuration not stated)	-6%
44	CCCNc1ncnc2c1c(-c1ccccc1)cn2-c1ccc(OCC)cc1	-21%
45	C=C(C)COc1ccc(-c2n[nH]c(C)c2-c2ccc(OC)c(OC)c2)c(O)c1	9%
46	COc1cccc2cc(C(=O)NCCc3c(C)[nH]c4ccc(F)cc34)c(=O)oc12	-12%
47	CN1CCN(c2cc(C(F)(F)F)nc3ccc(F)cc23)CC1	3%
48	COc1ccc(NC(=O)CCS(=O)(=O)c2cccc3nonc23)cc1Cl	-6%
49	COc1ccc(N2Cc3cccc(C(=O)Nc4cccc(F)c4)c3C2=O)cc1	6%
50	CCc1ccccc1NC(=O)CCCn1c(=O)c2cccn2c2ccccc21	-9%
51	O=C(NCc1ccccc1OC(F)(F)F)C1CCC(=O)N(CCCN2CCOCC2)C1 (configuration not stated)	5%
52	Cc1ccc(S(=O)(=O)NCc2ccccc2)cc1C(=O)N1CCN(S(=O)(=O)c2ccccc2)CC1	-6%
53	CC1CCN(c2nc3ccccc3nc2SCC(=O)Nc2ccccc2C(C)C)CC1	12%
54	CCOc1ccccc1NC(=O)Cn1c(=O)n(Cc2ccco2)c(=O)c2ccc(C(=O)NC3CCCC3)cc21	4%
55	Cc1cccc(CNC(=O)c2ccc(Cn3c(SCc4ccccc4)nc4cccnc43)cc2)c1	-9%
56	CCOC(=O)c1sc2ccccc2c1S(=O)(=O)Nc1c(C)cccc1C	13%
57	CSc1ncccc1C(=O)OCC(=O)Nc1ccc2c(c1)OCO2	-4%
58	Cc1ccc(C)c(S(=O)(=O)N2CCN(C(=O)c3ccccc3Cc3ccccc3)CC2)c1	3%
59	COc1ccc(OCC(=O)NCc2ccc3c(c2)CCN3C(=O)c2cccc(C)c2)cc1	-8%
60	CN(C(=O)COC(=O)/C=C/c1ccc(Cl)c(Cl)c1)c1c(N)n(Cc2ccccc2)c(=O)[nH]c1=O	-4%

Pulled by structure from the entries so far:
cpd	structure	aSyn tox rescue
54	CCOc1ccccc1NC(=O)Cn1c(=O)n(Cc2ccco2)c(=O)c2ccc(C(=O)NC3CCCC3)cc21	4%
46	COc1cccc2cc(C(=O)NCCc3c(C)[nH]c4ccc(F)cc34)c(=O)oc12	-12%

(listing goes on)
cpd	structure	aSyn tox rescue
61	COc1cccc(CNS(=O)(=O)/C=C/c2ccc(OC)c(OC)c2)c1	-12%
62	CC(=O)c1cccc(NC(=O)C2=CC(c3ccc4c(c3)OCO4)=NS(=O)(=O)N2C)c1	-3%
63	Cc1ccc(N2C(=O)c3cccc4c([N+](=O)[O-])ccc(c34)C2=O)c2cccnc12	0%
64	COc1ccc(NC(=O)Cn2nnc(C(=O)NCc3ccco3)c2N)c(OC)c1	-2%
65	Cn1cc(S(=O)(=O)N2CCCC2)cc1C(=O)NCc1ccc(Cl)cc1	1%
66	Clc1ccc(SCCOCCN2CCc3ccccc3C2)cc1	12%
67	COc1ccc(-n2nc3c(c2NC(=O)C(=O)N2CCN(C)CC2)CSC3)cc1	3%
68	Nc1c(S(=O)(=O)c2ccccc2)csc1C(=O)O	-5%
69	COc1ccc(-c2cc(C(F)(F)F)nc(SCC(=O)N3CCCCC3C)n2)cc1OC (configuration not stated)	-1%
70	COc1cccc(N2CCN(C(=O)C3CCN(S(=O)(=O)c4c(C)noc4C)CC3)CC2)c1	-3%
71	COc1ccc(-n2c(=O)c3sc4ccccc4c3n(CC(=O)Nc3ccccc3F)c2=O)cc1	3%
72	COc1ccc(CC(=O)Nc2sc3c(c2C(N)=O)CCCC3)cc1OC	0%
73	COc1ccc(-c2cc(C(=O)Nc3ccccc3O)c3ccccc3n2)cc1	1%
74	CC1=NNC(=O)C1CCC(=O)N/N=C(\C)c1ccc(Cl)cc1 (configuration not stated)	6%
75	CCN(Cc1ccccc1)C(=O)Cc1c[nH]c2ccccc12	11%
76	CCCNS(=O)(=O)c1ccc2nc(NC(=O)c3ccc(F)cc3)sc2c1	3%
77	Cc1cc(C)cc(NC(=O)c2sc3nc4n(c(=O)c3c2C)N=C(c2ccc(F)cc2)CS4)c1	-5%
78	CCC(=O)N1CCc2cc(Br)cc(S(=O)(=O)CCC(=O)Nc3ccc(C)c(F)c3)c21	-5%
79	COc1ccc(OC)c(CNc2ncc(-c3ccc(Cl)cc3)n2C)c1	5%
80	Cc1cc(C)cc(N(CC(=O)NC2CCCC2)C(=O)CCC(=O)Nc2cc(C)ccn2)c1	-6%
81	Cc1cccc2c1cnn2C(=O)CCC(=O)NCC(C)c1ccccc1 (configuration not stated)	-4%
82	CCOc1ccc(S(=O)(=O)N2CCN(c3ccc(Cl)c(Cl)c3)CC2)c2ccccc12	-7%
83	CCOC(=O)N1CCN(C(=O)c2nn(C)c3c2CSc2ccccc2-3)CC1	2%
84	COC(=O)c1ccc(Nc2nnc(-c3ccc(C)c(S(=O)(=O)N4CCN(C)CC4)c3)c3ccccc23)cc1	4%
85	COc1cccc(-c2cc(C(F)(F)F)nc(NCCc3ccccc3)n2)c1	0%
86	CCOC(=O)C1=C(COC(=O)C(CC)Oc2ccccc2)NC(=O)NC1C (configuration not stated)	-4%
87	COc1cc(NC(=O)Cn2ncc3c2-c2ccccc2OC3)cc(OC)c1OC	2%
88	Cc1ccc(C)c(S(=O)(=O)N2CCN(C(=O)CSC(=S)N3CCCC3)CC2)c1	1%
89	CCn1c(=O)cc(SCC(=O)NCCc2cccc(C)c2)c2ccccc21	2%
90	CCN(CC)S(=O)(=O)c1ccc2c(c1)c(=O)c(C(=O)N1CCN(c3cc(Cl)ccc3C)CC1)cn2C	-10%
91	Cc1ccn2c(=O)c(C(=O)O)cnc2c1	17%
92	CC(/C=N/NC(=O)c1cccs1)=C\c1ccco1	2%
93	O=C(c1ccco1)N(Cc1cccs1)c1ccc(F)cc1	-1%
94	O=C(COC(=O)CNC(=O)c1ccccc1)Nc1nnc(-c2ccccc2)o1	2%
95	Fc1cccc(Cl)c1CNCCSc1nnnn1-c1ccccc1	-1%
96	CCOC(=O)c1cc(-c2ccc(C)cc2)n(CCC(=O)Nc2nc3c(C)cccc3s2)c1C	16%
97	O=C(Nc1ccc(Cl)cc1Cl)c1cc(S(=O)(=O)N2CCC3(CC2)OCCO3)ccc1F	5%
98	CC1=CC(=O)N(c2ccn(C)n2)C1=O	16%
99	O=C(Cn1cc(SCc2cccc(C(F)(F)F)c2)c2ccccc21)N1CCCCCC1	11%
100	CCOC(=O)C1CCN(C(=O)COC(=O)c2cc([N+](=O)[O-])ccc2N2CCOCC2)CC1	0%
101	CCCN(CCC)CCCNC(=O)Cn1cnc2sc(C)c(S(=O)(=O)N3CCOCC3)c2c1=O	-6%
102	CCC(C)OC(=O)C(C)Oc1ccc(-c2ccccc2)cc1 (configuration not stated)	8%
103	CCC(CC)C(=O)c1c[nH]c(C(=O)O)c1	2%
104	COc1ccc(OC)c(NC(=O)Cn2cc(S(=O)(=O)c3ccccc3)c(=O)c3cc(C)ccc32)c1	6%
105	CCOC(=O)Cn1c(=O)oc2cc(S(=O)(=O)NC(C)c3ccccc3)ccc21 (configuration not stated)	6%
106	Cc1ccc(S(=O)(=O)NCCc2nnc3ccc(SCC(=O)Nc4c(C)cc(C)cc4C)nn23)cc1	-2%
107	Cc1ccc(NC(=O)CN(C)C(=O)COC(=O)COc2ccc(C#N)cc2)cc1	-1%
108	CCN(CC)C(=O)C1=C(C)N(Cc2ccc(C(C)(C)C)cc2)C(=O)C(CC(=O)NCc2cccs2)C1 (configuration not stated)	-5%
109	Cc1cc(NC(=O)CN2C(=O)[C@@H]3[C@H](C2=O)[C@@H]2C[C@H]3C(Br)C2Br)no1 (some centres not stated)	3%
110	CC(C)(C)OC(=O)N1CCN(C(=O)Nc2ccc3c(c2)OCCO3)CC1	-3%
111	COc1ccc(-n2cc(C(=O)Oc3cc(C)cc(C)c3)c3ccccc3c2=O)cc1	6%
112	C[C@@H]1CN([C@H](C)CO)C(=O)CCCn2nncc2CO[C@H]1CN(C)Cc1ccc(C(=O)O)cc1	-3%
113	CC(C)CCOc1cccc(OCC(=O)Nc2ccncc2)c1	-50%[inhibitor]
114	CCn1c(=O)c2cc(C(=O)NCc3cc(OC)ccc3OC)sc2c2ccccc21	9%
115	COc1ccc(NC(=O)C2CCN(c3nc4ccccc4[nH]3)CC2)cc1OC	7%
116	CN(C)NC(=O)c1csnc1-c1c(Cl)cccc1Cl	-2%
117	Cc1ccc(N(CC(=O)N2CCCCCC2)S(C)(=O)=O)cc1	13%
118	CCN1CCN(c2oc(-c3ccc([N+](=O)[O-])cc3)nc2C#N)CC1	9%
119	O=C(Cc1cccs1)Nc1cccc(-c2ccc3nncn3n2)c1	-4%
120	Fc1ccc(-c2nc(Nc3cccc(Cl)c3)nc3c2COc2ccccc2-3)cc1	0%
121	Nc1[nH][nH]c(=O)c1N=Nc1cccc(Cl)c1	-10%

A few values from the entries so far:
In aSyn tox rescue, CCN1CCN(c2oc(-c3ccc([N+](=O)[O-])cc3)nc2C#N)CC1 is listed with 9%
In aSyn tox rescue, Cc1cc(NC(=O)CN2C(=O)[C@@H]3[C@H](C2=O)[C@@H]2C[C@H]3C(Br)C2Br)no1 (some centres not stated) is listed with 3%
In aSyn tox rescue, CC1=CC(=O)N(c2ccn(C)n2)C1=O is listed with 16%
In aSyn tox rescue, O=C(COC(=O)CNC(=O)c1ccccc1)Nc1nnc(-c2ccccc2)o1 is listed with 2%
In aSyn tox rescue, Nc1[nH][nH]c(=O)c1N=Nc1cccc(Cl)c1 is listed with -10%
In aSyn tox rescue, CN(C)NC(=O)c1csnc1-c1c(Cl)cccc1Cl is listed with -2%

Screening data (PubChem BioAssay)

An excerpt. The share of hits here may be higher or lower than overall.
